Pf gametocyte: kills late stage P. falciparum gametocytes. P. falciparum stage V gametocytes, ATP luminescence, 24 h. inhibition, % at 10.9 µM. hit rate 0.065% among 150,000. AID 743093;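 active means inhibition above the mean plus 3 SD of compounds within the control limits, set per campaign, cut at about 38% in these data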;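 further: 0% = DMSO wells and 100% = medium only without gametocytes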
Rab7 wt GTP bind: alters GTP binding to wildtype dog Rab7; GST-Rab7 beads, fluorescent GTP binding, flow cytometry; actives lie on both sides; untreated = 100%, excess cold GTP = 0%; GTP binding activity (percent of control), % at 10 µM; hit rate 0.055% among 190,000; AID 758;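 active means fluorescent GTP binding to Rab7 beads changed by at least 20 points from the 100% baseline, either direction, mostly lower; inconclusive means compound itself probably fluorescent, or too few beads counted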;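 further: median green fluorescence of bound Bodipy-FL-GTP per Rab7 bead population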
GSH fluor: compound fluoresces at 488/530 nm on GSH beads; GSH beads flow cytometry, compound fluorescence 488/530 nm; stronger effect = higher value; fluorescence (KMESF) at 10 µM; hit rate 0.25% among 190,000; AID 1776; in the data active means fluorescence above about 89;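 further: glutathione beads carrying GST-tagged Bcl family fusion proteins plus one bare bead set; values are compound well signal with DMSO vehicle wells as background; inactives centre near 16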
Rab2 wt GTP: changes GTP binding to wildtype dog Rab2A, up or down | P61105 | hit rate 0.19% among 190,000 | GST-Rab2 wt beads, Bodipy-GTP binding, flow cytometry | GTP binding activity, % at 10 µM;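 active means GTP binding activity at least 20 points away from 100%, either lowered or raised; inconclusive means signal likely due to the compound's own green fluorescence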;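 further: 0% = beads with excess unlabeled GTP and 100% = no-compound control corrected for plate trend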
Avidin fluor: avidin bead compound fluorescence profile; Avidin beads, compound fluorescence 488/530 nm, flow cytometry; stronger effect = higher value; fluorescence (KMESF) at 10 µM; hit rate 0.38% among 220,000; in the data active means fluorescence above about 47; further: inactives centre near 10
Mcl1-Noxa inh: Mcl-1/Noxa interaction inhibition | inhibition, % at 21.7 µM | hit rate 1.5% among 220,000 | Q07820 | TR-FRET Mcl-1/Noxa peptide binding, 2 h;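 active means compounds that cut the protein-peptide binding signal by more than 50% relative to plate controls in a single-dose test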;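 further: His-tagged Mcl-1 with rhodamine Noxa BH3 peptide and terbium anti-His antibody; 0% = Mcl-1 plus Noxa peptide wells and 100% = peptide-only wells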
Target sequence (Q07820 whole entry, looked up): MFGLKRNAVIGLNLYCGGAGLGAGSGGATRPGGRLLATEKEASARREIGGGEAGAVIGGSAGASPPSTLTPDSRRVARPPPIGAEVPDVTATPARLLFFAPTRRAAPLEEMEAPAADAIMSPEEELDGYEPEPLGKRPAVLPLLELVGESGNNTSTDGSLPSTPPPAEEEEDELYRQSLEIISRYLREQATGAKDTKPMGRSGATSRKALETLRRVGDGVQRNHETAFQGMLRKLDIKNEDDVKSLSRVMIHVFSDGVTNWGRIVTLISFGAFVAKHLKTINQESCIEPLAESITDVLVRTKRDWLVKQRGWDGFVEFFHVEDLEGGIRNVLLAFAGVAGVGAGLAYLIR
HRas wt GTP bind: modulators of GTP binding to human HRas wildtype; GST-Ras wt beads, Bodipy-FL-GTP binding, flow cytometry; actives lie on both sides; GTP binding activity, % at 10 µM; hit rate 0.14% among 190,000;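 active means GTP binding activity at least 20% away from the 100% baseline, either lowered as inhibitor or raised as activator; inconclusive means flagged as likely green fluorescent, judged across all proteins in the well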;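 further: 0% = unlabeled GTP competition control and 100% = no-compound control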
Target sequence (P01112 whole entry, looked up): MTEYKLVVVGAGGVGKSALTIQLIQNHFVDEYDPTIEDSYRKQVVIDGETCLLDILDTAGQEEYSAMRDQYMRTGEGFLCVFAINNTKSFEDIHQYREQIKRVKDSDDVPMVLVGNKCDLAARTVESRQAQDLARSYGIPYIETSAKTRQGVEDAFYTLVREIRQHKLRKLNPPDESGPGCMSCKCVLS
Mcl1 Bid PPI: Mcl-1/Bid interaction inhibition. Q07820. hit rate 0.97% among 220,000. inhibition, % at 21.7 µM. TR-FRET Mcl-1/Bid-Dy647 peptide binding, 1536-well;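 active means compounds that cut the binding signal by more than half at the single screening dose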;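 further: His-tagged Mcl-1 with europium anti-His antibody binding Bid BH3 peptide; 0% = Mcl-1 plus peptide wells and 100% = peptide-only wells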
Rac1 wt GTP bind: human Rac1 wildtype GTP binding, inhibitors and activators | P63000 | GST-Rac1 beads, fluorescent GTP binding, flow cytometry; actives lie on both sides; 0 = cold GTP competed, 100 = untreated | GTP binding activity (% of control), % at 10 µM | hit rate 0.27% among 190,000 | AID 757;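 active means GTP binding activity at least 20 points away from the 100% control level, either lower or higher; inconclusive means compound flagged as likely green fluorescent, judged across all proteins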
Cdc42 wt: modulators (inhibitors or activators) of GTP binding to human Cdc42 wildtype; GST-Cdc42 beads, Bodipy-GTP binding, flow cytometry; actives lie on both sides; percent activity (GTP binding), % at 10 µM; hit rate 0.2% among 190,000;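 active means percent activity GTP binding at least 20 points away from the 100% baseline, either down as inhibitor or up as activator; inconclusive means compound flagged as likely green fluorescent from well-wide comparison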;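 further: median bead fluorescence of bound Bodipy-FL-GTP at 100 nM; 0% = excess unlabeled GTP control and 100% = no compound control; below 100% means less GTP binding so inhibitor and above means activator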
Target sequence (P60953 whole entry, looked up): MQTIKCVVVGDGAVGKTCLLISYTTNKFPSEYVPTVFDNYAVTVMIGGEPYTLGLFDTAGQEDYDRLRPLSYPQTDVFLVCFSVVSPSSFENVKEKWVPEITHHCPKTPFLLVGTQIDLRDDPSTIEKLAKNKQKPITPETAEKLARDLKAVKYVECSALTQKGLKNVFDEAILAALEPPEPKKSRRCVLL
Rac1 act GTP bind: alters GTP binding to activated mutant human Rac1 | GST-Rac1 activated beads, fluorescent GTP binding, flow cytometry; actives lie on both sides; 100% means binding = to untreated wells | percent activity (GTP binding), % at 10 µM | hit rate 0.11% among 190,000 | P63000;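 active means GTP binding at least 20 percentage points away from the 100% baseline, in either direction, so actives lie on both sides; inconclusive means Compound likely fluorescent itself, or too few beads counted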
An asterisk follows results filed as active; ? = inconclusive; . = no result given. Random draw from the library, and some 3% of all compounds hit somewhere here.

A first look:
Fields – Rab7 wt GTP bind	Rab2 wt GTP	Rac1 wt GTP bind	Mcl1 Bid PPI	Pf gametocyte	Cdc42 wt	GSH fluor	HRas wt GTP bind	Rac1 act GTP bind	Mcl1-Noxa inh	Avidin fluor
COCCn1nnnc1C(C(C)C)N(Cc1cccnc1)Cc1cc2cc(OC)ccc2[nH]c1=O (centres undefined)
  104	98	108	-19	-23	101	10	102	100	-3	12
COc1ccc(CCNC(=O)COc2ccc(N(C)S(=O)(=O)c3ccc(C)cc3)cc2)cc1OC
  103	100	100	-25	-13	102	13	97	95	12	10
COCCCNS(=O)(=O)c1ccc(Cl)c(C(F)(F)F)c1
  103	100	98	-8	13	98	12	98	96	1	11
CCN1CCN(C2CC(=O)NC2=O)CC1 (centres undefined)
  98	101	100	-5	.	101	69	99	97	0	8
S=C(Nc1ccc(Oc2ccccc2)cc1)NC1CCCC1
  99	99	103	-81	-7	95	7	101	98	-1	16
CNC(=O)C1CC(=O)N(CCc2ccc(OC)cc2)C(=Nc2ccc(OC)cc2)S1 (centres undefined)
  102	101	103	-6	.	97	21	99	98	17	7
O=C(Nc1ccc(NC(=O)c2ccco2)cc1)c1ccc2c(c1)OCO2
  98	97	98	5	.	99	23	98	98	5	30
CN(C)S(=O)(=O)c1cccc(C(=O)NCc2ccco2)c1
  101	99	100	6	.	98	33	100	98	0	6
CCc1ccc(CN(C)CC(=O)Nc2ccccc2[N+](=O)[O-])cc1
  100	98	103	-7	-9	100	12	101	97	2	24
CN(Cc1ccccc1)S(=O)(=O)c1cccc2cccnc12
  101	98	103	-4	21	102	32	98	98	9	4
Nc1ccc(N2CCOCC2)c(Cl)c1
  98	102	103	-17	.	97	30	98	99	1	8
O=C(COc1ccccc1)Nc1nnc(-c2ccco2)o1
  97	94	98	-9	-5	95	24	98	97	-14	5
O=C(COc1ccc(S(=O)(=O)N2CCCC2)cc1Cl)NC1CCCC1
  97	95	101	-3	.	98	41	100	94	-4	6

The list itself, repeating the preview:
Fields – Rab7 wt GTP bind	Rab2 wt GTP	Rac1 wt GTP bind	Mcl1 Bid PPI	Pf gametocyte	Cdc42 wt	GSH fluor	HRas wt GTP bind	Rac1 act GTP bind	Mcl1-Noxa inh	Avidin fluor
COCCn1nnnc1C(C(C)C)N(Cc1cccnc1)Cc1cc2cc(OC)ccc2[nH]c1=O (centres undefined)
  104	98	108	-19	-23	101	10	102	100	-3	12
COc1ccc(CCNC(=O)COc2ccc(N(C)S(=O)(=O)c3ccc(C)cc3)cc2)cc1OC
  103	100	100	-25	-13	102	13	97	95	12	10
COCCCNS(=O)(=O)c1ccc(Cl)c(C(F)(F)F)c1
  103	100	98	-8	13	98	12	98	96	1	11
CCN1CCN(C2CC(=O)NC2=O)CC1 (centres undefined)
  98	101	100	-5	.	101	69	99	97	0	8
S=C(Nc1ccc(Oc2ccccc2)cc1)NC1CCCC1
  99	99	103	-81	-7	95	7	101	98	-1	16
CNC(=O)C1CC(=O)N(CCc2ccc(OC)cc2)C(=Nc2ccc(OC)cc2)S1 (centres undefined)
  102	101	103	-6	.	97	21	99	98	17	7
O=C(Nc1ccc(NC(=O)c2ccco2)cc1)c1ccc2c(c1)OCO2
  98	97	98	5	.	99	23	98	98	5	30
CN(C)S(=O)(=O)c1cccc(C(=O)NCc2ccco2)c1
  101	99	100	6	.	98	33	100	98	0	6
CCc1ccc(CN(C)CC(=O)Nc2ccccc2[N+](=O)[O-])cc1
  100	98	103	-7	-9	100	12	101	97	2	24
CN(Cc1ccccc1)S(=O)(=O)c1cccc2cccnc12
  101	98	103	-4	21	102	32	98	98	9	4
Nc1ccc(N2CCOCC2)c(Cl)c1
  98	102	103	-17	.	97	30	98	99	1	8
O=C(COc1ccccc1)Nc1nnc(-c2ccco2)o1
  97	94	98	-9	-5	95	24	98	97	-14	5
O=C(COc1ccc(S(=O)(=O)N2CCCC2)cc1Cl)NC1CCCC1
  97	95	101	-3	.	98	41	100	94	-4	6
CC1CCCN(CCCNC(=O)c2coc3nc4ccccc4nc23)C1 (centres undefined)
  104	103	102	-22	.	104	10	102	99	-4	34
O=C(N/N=C/C(Cl)=C/c1ccccc1)c1ccccn1
  94	96	99	1	5	96	20	95	96	21	11
Cn1c(=O)c2c(nc(NCCc3ccccc3)n2CC(=O)NCCc2ccccc2)n(C)c1=O
  103	103	107	-30	.	103	46	107	100	-5	11
COc1ccc2[nH]cc(CCNS(=O)(=O)c3ccccc3)c2c1
  97	101	98	-60	.	100	11	98	95	-9	12
Cc1oc(-c2ccccc2)nc1CSc1nc2c(c(=O)[nH]1)CCC2
  99	98	97	3	.	95	18	100	94	7	6
NC(=O)c1ccccc1NC(=S)NC(=O)CCc1ccccc1
  ?	?	?	-18	-17	?	13	?	?	38	8
CC[n+]1ccc(C(=O)NCc2ccccc2)cc1
  99	97	99	-41	.	97	11	98	98	4	12
CCCNC(=O)C1CNc2ccccc2O1 (centres undefined)
  98	97	98	-51	.	95	12	98	97	-14	3
Cc1ccc(-c2nnc(SCC(=O)NCC3CCCO3)n2C)cc1 (centres undefined)
  101	102	101	-34	.	102	17	103	101	-6	4
COc1ccc(N2CCN(C(=O)CNS(=O)(=O)c3ccc(C)cc3)CC2)cc1
  98	95	96	-36	15	94	12	95	95	5	9
Cn1c(SCC(=O)N2CCOCC2)nc(O)cc1=O
  101	100	102	-17	.	100	33	98	97	6	12
CCn1c(=O)cc(SCC(=O)NCc2cccnc2)c2ccccc21
  105	102	102	-5	4	105	21	102	100	-11	16
CC1(C)OC(=O)C(=NNc2ccccc2)C(=O)O1
  99	98	111	3	18	100	24	99	100	10	13
CCOCC(=O)Nc1cc(C(=O)OC)cc(C(=O)OC)c1
  98	97	99	-6	10	99	6	99	101	21	2
Cc1ccc(-c2csc3ncnc(-n4nnc5ccccc54)c23)cc1C
  101	103	108	-8	0	105	5	102	103	20	15
COc1ccc(N=C2SCC(=O)N2c2ccc(OC)cc2)cc1
  100	101	104	-23	24	100	35	101	101	4	11
FC(F)(F)c1cccc(NC(=S)N(CCCN2CCCC2)Cc2cccn2Cc2ccc(Cl)cc2)c1
  108	104	107	-37	-12	106	12	102	102	6	17
CCOc1ccc(NC(=O)Nc2ccc3nccnc3c2)cc1
  105	101	105	-18	-35	104	4	104	102	11	7
COC(=O)c1ccc(SCC(=O)NC2CCCC2)c([N+](=O)[O-])c1
  102	100	102	-28	.	100	7	102	100	14	16
Cc1ccc(Cl)cc1NC1=NC(=S)N(C(C)C)C12CCCCC2
  95	99	101	-42	.	98	20	98	98	-27	17
CCc1ccc(Oc2cc(C)nc(N)n2)cc1
  95	101	100	-8	.	96	11	99	95	-8	4
COc1ccc(CC(NC(C)=O)C(=O)NC2CCN(c3c(Cc4ccccc4)c(C)nc4ncnn34)CC2)cc1OC (centres undefined)
  98	101	104	6	7	102	22	101	100	16	22
O=C(CNC(=O)c1ccc([N+](=O)[O-])cc1)N/N=C\c1ccc(OC(=O)c2ccccc2)cc1
  101	98	101	75*	.	101	30	99	99	42	12
O=C(/C=C1\SC(=O)N(CC(=O)Nc2ccc(Cl)cc2)C1=O)Nc1ccc(F)cc1
  90	93	100	-13	-11	97	5	96	98	26	4
CCCc1nc(NCc2ccc3c(c2)OCO3)c2nnn(Cc3ccccc3Cl)c2n1
  99	98	104	-5	.	98	18	102	97	15	7
N#Cc1nc(COc2ccccc2F)oc1N1CCCCCC1
  98	100	104	-17	.	102	22	99	100	-33	15
COc1cc(/C=C2\SC(c3ccc(C)cc3)=NC2=O)ccc1O
  99	99	98	-28	.	95	28	98	95	9	8
O=C(CCc1nnc(CCCCc2ccccc2)o1)NC1CCCC1
  105	98	100	-14	-7	99	9	99	96	0	10
CCOc1ccc(NC(=O)CSCc2cnn(-c3ccccc3)c2-n2cccc2)cc1
  100	99	100	-14	17	101	47	101	98	13	6
O=C(c1ccc(S(=O)(=O)N2CCOCC2)cc1)N1CCN(c2cccc(Cl)c2)CC1
  97	101	98	-5	.	100	38	101	100	1	15
O=C(N/N=C/c1ccc(OC(=O)c2ccco2)cc1)c1ccccn1
  103	99	106	2	7	103	19	102	98	39	10
Cc1noc(C)c1C(=O)OCC(=O)Nc1ccccc1C(=O)NC(C)c1ccccc1 (centres undefined)
  100	102	107	1	10	101	18	102	98	2	7
COc1ccc(C2=NCC(CSc3nnc(-c4ccc5c(c4)OCO5)o3)S2)cc1 (centres undefined)
  98	99	98	34	32	99	64	100	96	-20	6
O=C(NNC(=S)NCCCN1CCOCC1)c1ccncc1
  100	98	100	-20	-3	98	9	96	98	8	11
CCCCN(C(=O)/C=C/c1ccco1)c1c(N)n(Cc2ccccc2)c(=O)[nH]c1=O
  98	98	100	-17	-8	97	13	96	92	-16	9
O=C(O)/C(=C\c1ccccc1Cl)c1ccc(S(=O)(=O)N2CCCCC2)s1
  98	95	100	36	-3	96	21	96	96	62*	9
COC(=O)c1sc2nc[nH]c(=O)c2c1C
  94	93	94	3	.	95	18	94	96	11	19

Remaining list, next part:
Fields – Rab7 wt GTP bind	Rab2 wt GTP	Rac1 wt GTP bind	Mcl1 Bid PPI	Pf gametocyte	Cdc42 wt	GSH fluor	HRas wt GTP bind	Rac1 act GTP bind	Mcl1-Noxa inh	Avidin fluor
Cc1ccc(C)c(C(=O)N(C)CC(=O)Nc2ccccc2C(F)(F)F)c1
  95	100	104	-9	-5	105	13	101	98	13	12
Cc1ccc(NC(=O)CSc2nc3ccccc3c(=O)n2CCCN2CCCCC2)cc1Cl
  101	97	95	-2	-10	94	5	98	94	-12	9
Cc1ccc(C(=O)COC(=O)C2C3C=CC(C3)C2C(=O)OCC(=O)c2ccc(C)c(C)c2)cc1C (centres undefined)
  99	105	105	-53	.	106	21	104	101	10	13
Cc1cc(NS(=O)(=O)c2ccc(NC(=O)c3cc4c(=O)n5ccccc5nc4s3)cc2)nc(C)n1
  104	80	83	-25	14	76*	8	82	85	15	10

Bioassay records as filed in PubChem.
